# Source: PubChem BioAssay
# GLS inhibitor: inhibitors of human glutaminase (GLS); AID 624170; Potency, µM (top dose mostly 45.5 µM), for inactives: at the top dose activity change, negative = inhibition, actives largely listed as inhibitors; GLS enzymatic activity, qHTS titration; 410,000 compounds, 0.21% hits; O94925; active means well fitted inhibition curve with a large enough effect
# Target sequence (O94925 whole entry, looked up): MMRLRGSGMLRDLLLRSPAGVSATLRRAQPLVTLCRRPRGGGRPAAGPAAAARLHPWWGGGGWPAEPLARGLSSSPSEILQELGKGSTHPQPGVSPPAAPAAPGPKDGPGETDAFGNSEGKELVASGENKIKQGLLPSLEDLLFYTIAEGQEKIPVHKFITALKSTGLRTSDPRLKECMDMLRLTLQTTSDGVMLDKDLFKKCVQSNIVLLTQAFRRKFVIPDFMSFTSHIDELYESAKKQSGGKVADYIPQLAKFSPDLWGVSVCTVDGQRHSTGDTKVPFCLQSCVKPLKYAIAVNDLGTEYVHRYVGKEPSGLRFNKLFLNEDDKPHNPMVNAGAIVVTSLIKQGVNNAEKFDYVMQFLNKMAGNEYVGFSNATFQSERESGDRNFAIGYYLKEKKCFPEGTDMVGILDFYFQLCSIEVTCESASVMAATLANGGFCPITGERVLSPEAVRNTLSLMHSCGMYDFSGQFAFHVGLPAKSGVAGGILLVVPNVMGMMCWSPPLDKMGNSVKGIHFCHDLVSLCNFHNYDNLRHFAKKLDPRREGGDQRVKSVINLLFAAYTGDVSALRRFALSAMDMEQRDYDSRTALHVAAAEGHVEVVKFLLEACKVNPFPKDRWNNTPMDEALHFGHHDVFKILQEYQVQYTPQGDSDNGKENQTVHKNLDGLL
#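 Enzyme dispensed in phosphate buffer (45 mM, pH 8.2, 0.02% Tween-20), compounds pinned in, then 1 mM L-glutamine solution and the glutamate oxidase–HRP–Amplex Red mix added; fluorescence read immediately and again after 30 min at room temperature.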
# The depositor's hits bear a star; [ ] = another dose, or the depositor's remark. On the % scale 0 is the no-effect control and ±100 the full control effect; potency means the concentration at half of the fitted maximal effect. These rows are one share of the data; rates above refer to the full screens.
# The first 6 records, to show the layout:
GLS inhibitor	molecule
3%	Cc1cccnc1C(NC(=O)C1CCN(CCOc2ccc(Cl)cc2Cl)CC1)c1ccc(Cl)cc1 (configuration not stated)
0%	O=S1(=O)N[C@H](Cc2ccccc2)COc2cccc(N3CCC[C@H]3CO)c21
3%	CC1(Cc2ccc3c(c2)OCO3)C(=O)Nc2ccc(-c3cccc(C(F)(F)F)c3)cc21 (configuration not stated)
6%	CCCS(=O)(=O)NC(=O)C1(C)CCN(C(=O)c2ccccc2OC)C1 (configuration not stated)
1%	CCOC(=O)C(=O)N(C)c1c(CC)nc2c(OCc3ccc(OC)cc3)cccn12
3%	COc1cc(CN2C[C@@H](CO)O[C@@H](n3cnc4c(NC5CCCC5)ncnc43)C2)cc(OC)c1OC

# Main list (from the top)
GLS inhibitor	molecule
3%	Cc1cccnc1C(NC(=O)C1CCN(CCOc2ccc(Cl)cc2Cl)CC1)c1ccc(Cl)cc1 (configuration not stated)
0%	O=S1(=O)N[C@H](Cc2ccccc2)COc2cccc(N3CCC[C@H]3CO)c21
3%	CC1(Cc2ccc3c(c2)OCO3)C(=O)Nc2ccc(-c3cccc(C(F)(F)F)c3)cc21 (configuration not stated)
6%	CCCS(=O)(=O)NC(=O)C1(C)CCN(C(=O)c2ccccc2OC)C1 (configuration not stated)
1%	CCOC(=O)C(=O)N(C)c1c(CC)nc2c(OCc3ccc(OC)cc3)cccn12
3%	COc1cc(CN2C[C@@H](CO)O[C@@H](n3cnc4c(NC5CCCC5)ncnc43)C2)cc(OC)c1OC
1%	COc1ccc(C(O)c2ncc(-c3ccccc3C)[nH]2)cc1F (configuration not stated)
12%	O=C1c2ccccc2C(c2nnnn2Cc2ccccc2)N1CCc1c[nH]c2ccccc12 (configuration not stated)
0%	CC1=C(C(=O)N(C(C)C)C(C)C)CC(CC(=O)NCCCN(C)C)C(=O)N1CCCN1CCCC1=O (configuration not stated)
-4%	CCOC(=O)[C@]12CCC=C1N(Cc1cccc3ccccc13)C(=O)[C@H](CC(=O)N1CCOCC1)C2
-4%	COC(=O)c1ccc2cc(F)cc(C)c2n1
-16%	COc1ccc(Cc2c(C(C)(C)C)nc3ccc(Br)cn23)c(C)c1
1%	CC1(C(=O)NCc2ccc3c(c2)OCO3)CCN1Cc1csc2ccccc12 (configuration not stated)
-2%	COc1ccc(NC(=O)C2(C)Cc3c(-c4cccc(C(F)(F)F)c4)ccnc3O2)cn1 (configuration not stated)
-8%	CC(C)(C)c1cc2nc(NCCc3ccc(S(N)(=O)=O)cc3)ccn2n1
-4%	CC(C)C[C@@H]1COc2cccc(N3CCN(Cc4ccccc4F)CC3)c2S(=O)(=O)N1
7%	CS(=O)(=O)Nc1cccc(NC(=O)C2Cc3c(-c4ccco4)ccnc3O2)c1 (configuration not stated)
8%	CCc1ccc([C@H]2[C@@H]3C(=O)C[C@@H]4C(=O)NC(=O)[C@@H]4[C@@H]3CN2S(=O)(=O)c2ccc(C)cc2)cc1
9%	O=C(Nc1cccc(Cl)c1)Nc1nnc([C@H]2C[C@H](O)[C@@H](CO)O2)s1
-11%	CCNC(=O)C1(C)CCN1CCC(=O)c1ccc(Br)cc1 (configuration not stated)
-24%	O=C1O[C@@H](c2ccccc2)C[C@@H](O)C(=O)CCCc2ccccc21
0%	COc1ccc(NC(=O)c2cc(-c3cc(F)ccc3OC(C)C)n[nH]2)c(C)c1
9%	CCCCCCN1CCN(C2CN(CCc3ccccc3)S(=O)(=O)C2)CC1 (configuration not stated)
0%	COc1ccc(C(=O)N2CCCCC2c2cc(C(=O)NCc3ccc(F)cc3)no2)cc1 (configuration not stated)
4%	Cc1cccc(-c2cnc(C(O)c3ccc(-c4ccccc4)cc3)[nH]2)c1 (configuration not stated)
5%	NC(Cc1ccc(Cl)cc1)c1csc(NC(=O)Nc2ccccc2)n1 (configuration not stated)
5%	CC(=O)N1CCOCC1c1cc(C(=O)Nc2ccccc2)no1 (configuration not stated)
-9%	COCCNC(=O)C1(C)CCCN(CCSc2ccccc2)C1 (configuration not stated)
14%	CCOC1=C2CN(S(=O)(=O)c3ccc(C)cc3)[C@@H](c3cccc4ccccc34)C[C@H]2[C@H]2C(=O)N(c3ccccc3)C(=O)[C@H]2C1
5%	CCCS(=O)(=O)NC(=O)C1(C)CCN(C(=O)c2ccccc2OC(F)(F)F)C1 (configuration not stated)
-1%	Cc1ccc(-c2csc(C(C)(O)c3ccc(F)c(F)c3)n2)cc1C (configuration not stated)
-3%	CC(C)C[C@@H](CN1CCCC1CN1C(=S)NC[C@@H]1Cc1ccccc1)N1C[C@H](Cc2ccccc2)N(CCc2ccccc2)C1=S (some centres not stated)
19%	COc1ccc(Cc2c(-c3ccc(F)cc3)nc3ccc(Cl)cn23)c(C)c1
-3%	COc1ccccc1-c1cc(NC(C)=O)c2ncc(-c3ccccc3)n2c1
2%	Cc1cc(F)ccc1-c1cc(C(=O)N2CCN(c3ccncc3)CC2)[nH]n1
1%	CC1(c2nnnn2-c2ccc3c(c2)OCCO3)CCC(=O)N1CCCn1ccnc1 (configuration not stated)
-23%	CCc1ccc([C@@H]2CC(=O)[C@@H]3CN(S(=O)(=O)c4ccc(C)cc4)[C@H](c4ccc(Cl)cc4)C[C@@H]3N2S(=O)(=O)c2ccc(C)cc2)cc1
-3%	C=CCNc1ncnc2c1ncn2[C@H]1CN(Cc2ccco2)C[C@@H](CO)O1
0%	Cc1ccc(-c2nc3cc(C)c(Br)c(C)n3c2CC2CCCCC2)cc1
2%	Cc1ccc(S(=O)(=O)N2CCC(=O)N([C@H](COCc3ccc(Cl)cc3)C(C)C)CC2)cc1
2%	COc1ccc(CCN2C(=O)c3ccccc3C2c2nnnn2-c2ccc3c(c2)OCCO3)cc1OC (configuration not stated)
1%	CC(=O)c1cccc(NC(=O)C2Cc3c(-c4ccc5c(c4)OCO5)ccnc3O2)c1 (configuration not stated)
13%	Cc1ccc2nc(C3CCCCC3)c(Cc3cccc(F)c3)n2c1
2%	COCCNc1ncnc2c1ncn2[C@H]1CN(Cc2ccc3c(c2)OCO3)C[C@@H](CO)O1
-14%	Cc1ccc(-c2nc3c(Cl)cc(C(F)(F)F)cn3c2Cc2ccccc2C(F)(F)F)cc1
8%	Cc1cccc(C)c1-n1nnnc1C(c1cc2ccccc2o1)N1CCN(C/C=C/c2ccccc2)CC1 (configuration not stated)
24%	Cc1cc(C)c(S(=O)(=O)N2C[C@H]3CON(C)[C@H]3C[C@H]2c2ccc(N3CCCCC3)cc2)c(C)c1
19%	Cc1cccc(-c2cccc3nccn23)c1
2%	CC(=O)c1ccc(OC2(C)CCN(Cc3cc4ccccc4[nH]3)C2)cc1 (configuration not stated)
-17%	COc1c(C)cc(C(O)c2ncc(-c3ccccc3C(F)(F)F)[nH]2)cc1C (configuration not stated)
-1%	CCCNC(=O)c1cc(C2CCCCN2C(=O)c2ccc(OC)cc2)on1 (configuration not stated)
-6%	O=C(NCC1CCCCC1)c1ccc2nc([C@H]3C[C@H](O)[C@@H](CO)O3)[nH]c2c1
2%	CCc1nc2c(OCc3ccc(C(=O)N(C)C)cc3)cccn2c1N(C=O)Cc1ccccc1
16%	CCCc1nc2ccc(C)cn2c1Cc1ccc(C)cc1
6%	CCOC(=O)C1=CCC2C(=O)N(Cc3ccccc3)C(=O)C12 (configuration not stated)
-2%	CC(=O)c1cccc(-c2ccnc3c2CC(C(=O)Nc2ccccc2)O3)c1 (configuration not stated)
0%	Cn1c(=O)c2cc(NC(=O)Nc3cccnc3)ccc2n1Cc1cccc(C(F)(F)F)c1
1%	CCCCCCn1cc(CN2CC(N3CCN(C)CC3)CS2(=O)=O)nn1 (configuration not stated)
-3%	CCCCc1oc2ccc(NS(C)(=O)=O)cc2c1C(=O)c1ccc(OCCCN(CCCC)CCCC)cc1
-4%	Cc1cccc(-c2cnc(C(O)c3cc(C)cc(C)c3)[nH]2)c1 (configuration not stated)

# Some of these compounds in order of the GLS inhibitor value, falling:
Compound,GLS inhibitor
Cc1cc(C)c(S(=O)(=O)N2C[C@H]3CON(C)[C@H]3C[C@H]2c2ccc(N3CCCCC3)cc2)c(C)c1,24%
Cc1cccc(-c2cccc3nccn23)c1,19%
COc1cc(CN2C[C@@H](CO)O[C@@H](n3cnc4c(NC5CCCC5)ncnc43)C2)cc(OC)c1OC,3%
COc1ccc(CCN2C(=O)c3ccccc3C2c2nnnn2-c2ccc3c(c2)OCCO3)cc1OC (configuration not stated),2%
CC1(C(=O)NCc2ccc3c(c2)OCO3)CCN1Cc1csc2ccccc12 (configuration not stated),1%

# Next entries follow:
GLS inhibitor	molecule
0%	CCCC(=O)N1CCCC1(C)C(=O)Nc1cc(OC)ccc1OC (configuration not stated)
5%	CC1(C(=O)Nc2ccc(Cl)c(C(F)(F)F)c2)Cc2c(-c3ccc4c(c3)OCO4)ccnc2O1 (configuration not stated)
0%	O=C(NCC1CC1)C1Cc2c(-c3cccc(F)c3)ccnc2O1 (configuration not stated)
5%	CCOC(=O)C1(C)CCN1C(=O)c1ccc(C(=O)OC)cc1 (configuration not stated)
-1%	COC(=O)[C@@]1(Cc2ccc(F)cc2)[C@H]2c3cc(C(=O)N(C)C)n(Cc4cc(F)cc5c4OCOC5)c3C[C@H]2CN1C(=O)c1ccccc1
5%	Cc1ccc(Cn2c(C)c(C(=O)NCc3ccc(Cl)c(Cl)c3)sc2=O)cc1
1%	CN1CCC(=C2c3ccccc3CCc3cccnc32)CC1
0%	COc1ccc(CC(N)c2csc(NC(=O)C(c3ccccc3)c3ccccc3)n2)cc1 (configuration not stated)
-9%	CC(N)c1csc(Nc2ccc(S(C)(=O)=O)cc2)n1 (configuration not stated)
3%	CCc1nc2ccc(C(=O)N3CCN(S(=O)(=O)CC)CC3)cn2c1N(CC)Cc1cccc(Br)c1
4%	O=C1NC(=S)SC1=Cc1ccccn1
-1%	Cc1ccc(-c2nc3ccc(Br)cn3c2Cc2ccsc2)cc1
-8%	COc1cc(Cl)ccc1OC1(C)CCN(Cc2c(F)cccc2F)C1 (configuration not stated)
5%	O=C(O)CN=C(Nc1cc(Cl)cc(Cl)c1)NC(c1ccccc1)c1ccccc1
11%	CCCS(=O)(=O)NC(=O)C1(C)CCN(C(=O)c2ccccc2C(F)(F)F)C1 (configuration not stated)
3%	CC1(C(=O)Nc2ccc(Cl)c(Cl)c2)CCN1C(=O)Cc1ccc(-c2ccccc2)cc1 (configuration not stated)
-2%	O=C(NC(c1ccc(-c2ccccc2)cc1)c1cnccn1)C1CCN(Cc2cccs2)CC1 (configuration not stated)
22%	COC(=O)c1ccc2nc(-c3cccc(Br)c3)c(Cc3ccc(OC)cc3C)n2c1
8%	COc1ccc(OCCN2CCC(C(=O)NC(c3ccc(F)cc3)c3ccc4ccccc4n3)CC2)cc1 (configuration not stated)
19%	COc1ccc(OCCN2CCC(C(=O)NC(c3ccc(Cl)cc3)c3cnccn3)CC2)cc1 (configuration not stated)
2%	CC1(C(=O)NS(=O)(=O)c2ccc(C#N)cc2)CCN1C(=O)CCC1CCCC1 (configuration not stated)
6%	Cn1ccc2c(N3CCCC3)cc3c(c21)C1CCC3O1 (configuration not stated)
7%	CC(C)Oc1cc(F)ccc1-c1cc(C(=O)NCc2cccnc2)[nH]n1
2%	COc1cccc(Cn2cnc(-c3ccccc3OC)c2-c2cc(C)cc(C)c2)c1
-11%	Cc1c(C(=O)NCc2ccc3c(c2)OCO3)sc(=O)n1Cc1cccc(F)c1
8%	OCCCNc1ncnc2c1ncn2[C@H]1CN(Cc2ccco2)C[C@@H](CO)O1
4%	O=C(NCCc1ccccc1)Nc1nnc([C@H]2C[C@H](O)[C@@H](CO)O2)s1
-18%	COc1ccc(NC(=O)C2(C)CCN2C(=O)c2ccc(C(C)(C)C)cc2)cc1OC (configuration not stated)
-2%	CC(C)Cc1ccc(-c2cc3nc(NCC4CC4)ccn3n2)cc1
38%[activator]	COc1ccccc1N1CCN(c2ncnc3n[nH]c(Br)c23)CC1
7%	CC(C)NC(=O)c1csc(COCCO)n1
-3%	O=C(CC[C@H]1O[C@@H](n2ccc(=O)[nH]c2=O)[C@H](O)[C@@H]1O)N[C@H](Cc1ccccc1)C(=O)NCC1CCCCC1
14%	CCOC(=O)C1=CCN(S(=O)(=O)c2ccc(C)cc2)C1c1ccc(C(C)C)cc1 (configuration not stated)
-3%	COC(=O)[C@]12CCCCC=C1N(Cc1cccc3ccccc13)C(=O)[C@H](CC(=O)NCc1cccs1)C2
-5%	CCCCOC(=O)C(=O)Nc1cccc(-c2nn[nH]n2)c1
0%	CCOC(=O)C1CCCN(C(=O)c2ccc(-c3ccccc3)cc2)CC1 (configuration not stated)
8%	COc1ccc(S(=O)(=O)N2CCCCC2c2cc(C(=O)Nc3ccccc3Cl)no2)cc1 (configuration not stated)
1%	CCCN(CC1CC1)c1cc2c(c3c1ccn3C)C1CCC2C1 (configuration not stated)
1%	CC(C)(C)OC(=O)NCc1ccc(NC(=O)c2nc[nH]c2C(=O)Nc2cc(Br)ccc2F)cc1
4%	CC(C)S(=O)(=O)NC(=O)C1(C)CCN1C(=O)Cc1ccccc1 (configuration not stated)
-15%	COC(=O)Cn1c2ccccc2c(=O)n1C(C)C
0%	COc1cc(OC)cc(C2=Cc3ccc(OC)cc3C(CC(C)=O)N2c2ccc(C#CC3(O)CCCCC3)cc2)c1 (configuration not stated)
6%	CN(C)c1ccc(NC(=O)Nc2ccc3c(c2)c(=O)n(C)n3Cc2ccc(Cl)cc2)cc1
4%	COC(=O)c1ccc2nc(-c3ccco3)c(Cc3ccccc3)n2c1
-1%	CC(=O)Nc1cccc(Oc2nc(NC(C)C)nc3cc(-c4ccccc4)sc23)c1

# Some of the entries above, reformatted.
CC(C)NC(=O)c1csc(COCCO)n1
  GLS inhibitor = 7%
O=C(CC[C@H]1O[C@@H](n2ccc(=O)[nH]c2=O)[C@H](O)[C@@H]1O)N[C@H](Cc1ccccc1)C(=O)NCC1CCCCC1
  GLS inhibitor = -3%
